Compound activity deposited in PubChem BioAssay by National Center for Advancing Translational Sciences (NCATS).
DT40 TDP1 no CPT: qHTS for Inhibitors of human tyrosyl-DNA phosphodiesterase 1 (TDP1): qHTS in cells in absence of CPT; DT40 Tdp1-/- hTDP1 cells, no CPT, ATP luminescence, 48 h; Potency, µM (titrated, usually from 46.2 µM), for inactives: top-dose activity change, negative = growth inhibition, most hits filed as inhibitors; 15% of 420,000 active; AID 686978, 2013; note: nearly all actives have a fitted effect of over 55% in size
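Cells were dispensed at 400 per well, compounds added by pin tool, plates incubated ≥48 hr at 37 °C, then CellTiter-Glo added for 30 min at room temperature before luminescence reading. Line: DT40 Tdp1-/- complemented with hTDP1; camptothecin omitted.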
DT40 TDP1 CPT: qHTS for Inhibitors of human tyrosyl-DNA phosphodiesterase 1 (TDP1): qHTS in cells in presence of CPT | 12% of 420,000 active | AID 686979, 2013 | chicken DT40 Tdp1-/-;hTDP1 cells + 20 nM CPT, ATP luminescence, 48 h | Potency, µM (highest dose often 46.2 µM), without a hit: at the top dose activity change, negative = growth inhibition, most hits filed as inhibitors; note: nearly all actives have a fitted effect of over 55% in size
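Cell growth measured by CellTiter-Glo luminescence after a minimum 48 h, 37 C compound exposure with 20 nM CPT in Tdp1-knockout DT40 cells stably expressing hTDP1, seeded 400/well; qHTS titration format.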
GCN5L2 inh: qHTS Assay for Inhibitors of GCN5L2; GCN5L2 HAT assay, ThioGlo1 CoA-SH fluorescence; Potency, µM (top dose mostly 58.9 µM), for inactives: top-dose activity change, negative = inhibition, most hits filed as inhibitors; 0.21% of 390,000 active; AID 504327, 2011; Histone acetyltransferase KAT2A (Homo sapiens), Q92830
Target sequence (Q92830 whole entry, looked up): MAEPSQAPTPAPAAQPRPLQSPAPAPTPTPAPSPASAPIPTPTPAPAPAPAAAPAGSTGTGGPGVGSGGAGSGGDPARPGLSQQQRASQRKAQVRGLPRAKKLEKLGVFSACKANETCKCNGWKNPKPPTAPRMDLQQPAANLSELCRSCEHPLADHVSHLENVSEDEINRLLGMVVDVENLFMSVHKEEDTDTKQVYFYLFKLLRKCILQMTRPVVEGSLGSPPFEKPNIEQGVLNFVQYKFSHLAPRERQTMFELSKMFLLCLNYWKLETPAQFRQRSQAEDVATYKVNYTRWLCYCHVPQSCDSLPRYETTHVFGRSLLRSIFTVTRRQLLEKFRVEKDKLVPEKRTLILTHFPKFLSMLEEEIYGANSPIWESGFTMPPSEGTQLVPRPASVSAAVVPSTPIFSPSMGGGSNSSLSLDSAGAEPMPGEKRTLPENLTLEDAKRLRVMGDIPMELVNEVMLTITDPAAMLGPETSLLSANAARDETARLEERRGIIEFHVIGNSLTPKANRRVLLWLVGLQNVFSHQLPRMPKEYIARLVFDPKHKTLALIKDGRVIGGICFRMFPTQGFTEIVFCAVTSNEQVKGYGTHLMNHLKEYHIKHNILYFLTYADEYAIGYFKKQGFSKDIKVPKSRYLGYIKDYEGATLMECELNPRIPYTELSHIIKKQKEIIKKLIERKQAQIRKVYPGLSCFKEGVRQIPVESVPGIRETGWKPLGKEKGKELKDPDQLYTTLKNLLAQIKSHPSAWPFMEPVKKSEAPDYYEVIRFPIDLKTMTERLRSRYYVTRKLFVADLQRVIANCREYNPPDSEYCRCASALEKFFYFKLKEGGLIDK
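Enzyme at 20nM final was mixed with library compounds for 15 min at room temperature. Peptide H3(1-25) at 75uM, acetyl-CoA at 70uM and ThioGlo1 at 50uM were then added. Plates were read immediately and after 20 min (Ex340nm/Em540nm).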
Active calls of the source: *; ? = inconclusive; . = no result given. Calls come from the whole dose curve; as a rule, active = well fitted curve in the direction sought with a large enough effect; inconclusive = small, poorly fitted or top-dose-only effect, or another doubt; inactive = no such curve, though single readings can be large; an effect the other way counts as inactive or inconclusive. % is set by controls: 0 for no effect and ±100 for the full control effect; potency is the fitted concentration of half-maximal effect. Some of the compounds tested (hit frequency here may not be typical).

Each structure is followed by: DT40 TDP1 no CPT, DT40 TDP1 CPT, GCN5L2 inh
> CCSCCOC(=O)C1=C(C)NC(=O)NC1c1ccc2c(c1)OCO2 (centres undefined)
    ?, ?, -11%
> O=C1CC(c2ccccc2)=NN1c1nc(-c2ccccc2)cs1
    -25%, -2%, -27%
> Cc1cc(=O)n(CC(=O)N2CCCc3ccccc32)c2c1c(C)nn2-c1cccc(F)c1
    ?, 16µM*, -14%
> c1ccc2nc3c(cc2c1)CCCC3
    -13%, 0%, .
> Cc1c(NC(=O)c2ccc(N3C(=O)C4C5C=CC(C5)C4C3=O)cc2)c(=O)n(-c2ccccc2)n1C (centres undefined)
    -6%, 5%, -13%
> CCC(C)NCCOc1ccc(C(C)(C)c2ccccc2)cc1 (centres undefined)
    16µM*, ?, -1%
> CN(C)c1ccc(/C=C/c2cncc3ccccc23)cc1
    ?, ?, .
> O=c1c2c3c(sc2n(Cc2ccccc2F)c(=O)n1-c1ccc(Cl)cc1)CCCC3
    4%, -8%, 0%
> CC1=C(C(=O)OCC(C)C)C(c2ccccc2Cl)NC(=O)N1C (centres undefined)
    13µM*, 8.2µM*, -10%
> O=c1[nH]c(NCc2ccco2)nnc1Cc1ccccc1Cl
    4.1µM*, 6.5µM*, .

The final 2 compounds of the part above open the next one.
Each structure is followed by: DT40 TDP1 no CPT, DT40 TDP1 CPT, GCN5L2 inh
> CC1=C(C(=O)OCC(C)C)C(c2ccccc2Cl)NC(=O)N1C (centres undefined)
    13µM*, 8.2µM*, -10%
> O=c1[nH]c(NCc2ccco2)nnc1Cc1ccccc1Cl
    4.1µM*, 6.5µM*, .
> Cc1nc2cc(NC(=O)Nc3ccc(Br)cc3)ccc2o1
    23µM*, ?, 8%
> COc1ccc(C(=O)c2ccc(Br)cc2)cc1
    -17%, -4%, -1%
> O=C(CCN1C(=O)c2ccccc2S1(=O)=O)N1CCN(c2ccccc2F)CC1
    -1%, 4%, -6%
> Cc1cc(N2CCN(c3cccc(C)c3C)CC2)n2cnnc2n1
    ?, ?, -9%
> CCN(C(=O)CSc1nnc(-c2ccccc2OC)n1N)c1c(N)n(Cc2ccccc2)c(=O)[nH]c1=O
    4%, 3%, .
> Nc1c(C(=O)Nc2ccc3c(c2)OCCO3)nnn1CCc1ccccc1
    3.3µM*, 4.6µM*, -8%
> COc1ccc(/C=C/C(=O)c2ccc(C)s2)cc1
    ?, ?, -11%
> CCn1c(C)c(C(C)=O)c(N2CCCC2)nc1=S
    -1%, 0%, -4%
> Cc1[nH]n(-c2ccccc2)c(=O)c1/C=N/NC(=O)c1ccoc1C
    1.8µM*, 1.5µM*, -3%
> Cc1cc(NC(=O)CN2CCN(c3ccccn3)CC2)ccc1Br
    ?, ?, ?

Each structure is followed by: DT40 TDP1 no CPT, DT40 TDP1 CPT, GCN5L2 inh
> CN1C(=O)/C(=C/c2cccc(Cl)c2)Sc2ccc(C(=O)N3CCCC3)cc21
    ?, ?, -22%
> Nc1ccccc1N=Nc1ccccc1N
    -28%, ?, -3%
> COc1ccc2c(c1)c(=O)c(S(=O)(=O)c1ccc(C)cc1)cn2Cc1ccccc1C
    18µM*, ?, -8%
> COc1ccc(-n2c(SCC(=O)N3CCCC(C)C3)nnc2-c2cccnc2)cc1 (centres undefined)
    ?, ?, -5%
> O=C(C[C@H]1C/C=C\C[C@H](Cc2ccc(F)cc2)C(=O)OC[C@@H]2CCCN2C1=O)N[C@H](CO)Cc1ccccc1
    -28%, -28%, 1%
> Cc1ccc(CNC(=O)CCc2nc(-c3cccs3)no2)cc1
    -7%, 0%, -5%
> O=C(CSc1nnc(Cn2c(=O)sc3ccccc32)n1-c1ccccc1)N1CCCC1
    6%, -20%, -1%
> COC(=O)C(C)N1C(=O)S/C(=C\c2cc(C)n(-c3ccccn3)c2C)C1=O (centres undefined)
    ?, 13µM*, -6%
> O=C(Nc1ccc(N2CCN(CCOc3ccc(Cl)cc3)CC2)c(C(=O)O)c1)c1ccc(F)cc1
    -5%, -24%, -4%
> O=C(O)c1cc(-c2ccccc2)n(-c2ccc(Cl)cc2)n1
    -1%, -7%, 0%

Each structure is followed by: DT40 TDP1 no CPT, DT40 TDP1 CPT, GCN5L2 inh
> Cc1ccc(C(=O)OCc2nc(N)nc(Nc3ccccc3C)n2)cc1
    -24%, ?, -3%
> CN(C)CCN1CCN(C2CN(CCc3ccccc3)S(=O)(=O)C2)CC1 (centres undefined)
    ?, -3%, .
> CN(C(=O)c1cccc(COc2ccc(Cl)cc2Cl)c1)c1ccccc1
    ?, 21µM*, -16%
> Cn1c(=O)c2c(nc(CN3CCN(C(=O)c4ccco4)CC3)n2CCc2ccccc2)n(C)c1=O
    ?, -16%, -7%
> CCC(=O)c1ccc(/C=C/c2nc3ccccc3n2C)o1
    ?, -18%, ?
> CCOC(=O)N1CCN(C(=O)c2oc3ccc(S(=O)(=O)N(CC)CC)cc3c2C)CC1
    ?, ?, -13%
> N#Cc1cccnc1N1CCC(C(N)=O)CC1
    -7%, -1%, -25%
> COc1cc(C)ccc1OCC(=O)NCC1CCCO1 (centres undefined)
    -1%, 1%, 1%
> Cc1ccc(CCNC(=O)CCCn2c(=O)c3ccccc3n(Cc3ccccc3C#N)c2=O)cc1
    ?, ?, -4%
> CCc1ccc(NC(=O)Cn2c(=O)oc3cc(S(=O)(=O)N4CCCCCC4)ccc32)cc1
    9.2µM*, 12µM*, -30%

Some of the entries so far, with tabs.
SMILES	DT40 TDP1 no CPT	DT40 TDP1 CPT	GCN5L2 inh
CCC(=O)c1ccc(/C=C/c2nc3ccccc3n2C)o1	?	-18%	?
CCOC(=O)N1CCN(C(=O)c2oc3ccc(S(=O)(=O)N(CC)CC)cc3c2C)CC1	?	?	-13%
N#Cc1cccnc1N1CCC(C(N)=O)CC1	-7%	-1%	-25%
COc1cc(C)ccc1OCC(=O)NCC1CCCO1 (centres undefined)	-1%	1%	1%

Additional results:
Each structure is followed by: DT40 TDP1 no CPT, DT40 TDP1 CPT, GCN5L2 inh
> OC1CCCN(CC(O)COC(c2ccccc2)c2ccccc2)C1 (centres undefined)
    -4%, 22%, 11%
> COC(=O)CN(c1nc(C)c(Br)c(OC)n1)S(=O)(=O)c1ccc(C)cc1
    -20%, -15%, -1%
> COC(=O)c1ccc2nc(NC(=O)C(C)(C)C)sc2c1
    ?, ?, -3%
> O=C(CSc1ncnc2ccccc12)NC1CCS(=O)(=O)C1 (centres undefined)
    -7%, -18%, -9%
> O=C(NNC(=O)c1cc2cc(OC(F)(F)F)ccc2[nH]1)c1cccc(C(F)(F)F)c1
    ?, ?, -2%
> O=C(Cn1nc(C(F)F)cc1C1CC1)N1CCCC1
    -14%, 1%, 1%
> COc1ccc(NC(=O)c2cc(S(=O)(=O)N3CCS(=O)(=O)CC3)ccc2Cl)cc1
    -21%, 0%, -3%
> Cc1cc2ccccn2c1C(=O)c1ccncc1
    -11%, -9%, -23%
> Cc1cccc(NC(=O)CCCc2ccccc2)c1
    ?, -19%, -1%
> Cc1ccc(Nc2nc(CSc3nnc(-c4ccncc4)n3C)cs2)cc1
    ?, -18%, -2%

Each structure is followed by: DT40 TDP1 no CPT, DT40 TDP1 CPT, GCN5L2 inh
> Cn1c(CSCc2ccc(F)cc2)n[nH]c1=S
    -1%, 5%, -1%
> COc1ccc(CNS(=O)(=O)c2ccc(S(=O)(=O)N3CCCCC3)cc2)cc1
    -8%, 0%, -1%
> Cc1cc2c(cc1S(=O)(=O)CCC(=O)NCCc1ccccc1)OCC(=O)N2
    -2%, -12%, ?
> N#Cc1ccsc1NC(=O)c1ccc2ncsc2c1
    ?, ?, .
> CN(C)CCCNc1ccc(-c2n[nH]c(=O)c3ccccc23)cc1[N+](=O)[O-]
    23µM*, 10µM*, -4%
> COc1ccc(/C=N/NC(=O)Cn2cnc3ccccc3c2=O)cc1
    -1%, -3%, 1%
> O=C(NCc1ccccn1)Nc1ccc2c(c1)OCO2
    -17%, 9%, -10%
> CC(=O)Nc1ccc2c(c1)c1ccccc1n2C(C)=O
    ?, ?, -1%
> CCc1cccc(CC)c1NC(=O)COC(=O)c1cccc(S(=O)(=O)N2CCc3ccccc3C2)c1
    -16%, -12%, -1%
> CCOc1ccc(-c2cccc(NS(=O)(=O)c3ccccc3C(F)(F)F)c2)nn1
    26µM*, ?, -3%

Whole records as entered above.
Cc1cc2c(cc1S(=O)(=O)CCC(=O)NCCc1ccccc1)OCC(=O)N2 is listed as DT40 TDP1 no CPT: -2%; DT40 TDP1 CPT: -12%; GCN5L2 inh: ?
N#Cc1ccsc1NC(=O)c1ccc2ncsc2c1 is listed as DT40 TDP1 no CPT: ?; DT40 TDP1 CPT: ?; GCN5L2 inh: .

Next part.
Each structure is followed by: DT40 TDP1 no CPT, DT40 TDP1 CPT, GCN5L2 inh
> COc1ccc(-c2nc(SC(C)C(=O)NC3CC3)n[nH]2)cc1 (centres undefined)
    1%, 2%, 2%
> CCOC(=O)C1CCN(CC(O)COCc2cccs2)CC1 (centres undefined)
    1%, 30%, 0%
> CC(NC(=O)Cc1ccccc1)c1ccc(F)cc1 (centres undefined)
    -11%, 9%, 2%
> COc1ccc(CNC(=O)N2CCN(c3ccc(F)cc3)CC2)cc1
    11%, 9%, -5%
> C[C@@H]1CN([C@H](C)CO)C(=O)CCCn2cc(nn2)CO[C@H]1CN(C)C(=O)c1ccncc1
    -12%, -2%, .
> CC(C)(C)NC(=O)CSc1nnc(NC(=O)CCc2ccccc2)s1
    -17%, ?, 0%
> CCc1ccc(CN(C)C(=O)c2cc(COc3ccc(-n4cncn4)cc3)on2)cc1
    15µM*, ?, -10%
> C/C(CC(=O)Nc1cccc(Cl)c1C)=N\NC(=O)Cc1csc(N)n1
    16%, 7%, 3%
> Cc1ccc(C(c2sc3nc(C)nn3c2O)N2CCN(c3ccccc3)CC2)cc1 (centres undefined)
    -14%, -24%, 1%
> COC(=O)c1c(OCc2ccccn2)cc(=O)n2c1CCN(Cc1cccc(C(F)(F)F)c1)CC2
    -8%, 7%, .

Each structure is followed by: DT40 TDP1 no CPT, DT40 TDP1 CPT, GCN5L2 inh
> COc1ccccc1NC(=O)N(C)C[C@@H]1OCc2cnnn2CCCC(=O)N([C@@H](C)CO)C[C@H]1C
    -6%, -8%, .
> O=C(N/N=C/c1ccc2ncccc2c1)c1ccco1
    -29%, -7%, -15%
> COc1ccc(Oc2nc3c(c(=O)n(C)c(=O)n3C)n2C)cc1
    -25%, ?, -1%
> CCc1nnc(SCC(=O)NC2CCCCC2)nc1CC
    -16%, -2%, 2%
> O=C(Nc1ccc(Cl)c(Cl)c1)N1CCSCC1
    ?, -24%, -3%
> CC(=O)Oc1ccc(C(=O)Nc2cccc(C(=O)NC(C)(C)C)c2)cc1
    -27%, 11%, -4%
> CC(C)=CCCC(C)CN1CCC(n2nccc2NC(=O)C2CCCC2)CC1 (centres undefined)
    ?, ?, 4%
> O=C(COc1ccccc1Cl)NC(=S)N1CCc2ccccc21
    ?, -23%, -1%
> Cc1ccccc1N1OC2C(=O)N(c3ccc(F)cc3)C(=O)C2C1c1ccccn1 (centres undefined)
    -9%, -15%, -24%
> CCN(CC)CCCn1c2c(c(SCC(=O)Nc3nccs3)nc1=O)CCC2
    1%, -13%, 0%

Each structure is followed by: DT40 TDP1 no CPT, DT40 TDP1 CPT, GCN5L2 inh
> O=C(c1ccc(Cl)cc1)[C@@H]1[C@@H]2C(=O)N(c3ccc(Cl)cc3)C(=O)[C@@H]2C2c3ccccc3C=NN21 (some centres undefined)
    0%, -14%, -6%
> CC1CC2=C(CC1/C=N/NC(N)=S)C(C)(C)CCC2 (centres undefined)
    3.3µM*, 4.1µM*, -6%
> Cc1ccc(CNC(=O)CCNC(=O)N2CCn3c2nc2ccccc23)cc1
    ?, -22%, -7%
> Cc1cc(Cl)ccc1NC(=O)c1cc2ccccn2n1
    ?, ?, -2%
> c1ccc2c(Nc3ccc4c(c3)OCCO4)c3c(nc2c1)CCC3
    15µM*, 23µM*, 3%
> COc1ccccc1C(=O)N1CCN(c2nc3cc(C)cc(C)c3cc2C#N)CC1
    21µM*, 23µM*, .
> CC1CCCCC12NC(=O)N(CC(=O)Nc1sccc1C(N)=O)C2=O (centres undefined)
    9%, -27%, -2%
> CCN(CC)C1=N/C(=C\c2ccco2)C(=O)N1c1ccccc1
    -10%, 3%, -1%
> COc1cc2nc(SCC(=O)c3ccc(Br)cc3)n3nc(C)nc3c2cc1OC
    ?, ?, -2%
> CCOC(=O)c1[nH]c2ccccc2c1NC(=O)CCN1CCN(C(=O)OCC)CC1
    2%, -5%, 1%
> Cc1c(Cl)c(-c2n[nH]c(=S)n2-c2ccc(F)cc2)nn1C
    0%, 6%, -5%
> ONC(=Nc1ccccc1Cl)c1ccccc1Cl
    -1%, 9%, 0%
